Compound activity (PubChem)
UPR XBP1 act = activators of adaptive XBP1 UPR arm, primary screen, cell-based, CHO-XBP1 luciferase reporter, luminescence, uHTS. IRE1-XBP1 UPR activation; percent of tunicamycin response, DMSO as zero. activation, % at 20 µM. hit rate 0.33% among 330,000. AID 463104, 2010;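 active = versus positive control, 20 µM dose yields 30% or more activation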;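 note: 100% = tunicamycin at 10 µg/mL and 0% = DMSO only wells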
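Material: CHO-XBP1 cells stably carrying IRE1-XBP1-driven luciferase reporter / Amount: 1000 cells per well / Compound: 20 µM, 1% DMSO / Times: 6 h treatment, 37 °C / Detection: luciferase luminescence / Measure: % activation of reporter signal versus tunicamycin and DMSO controls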
Mdm2 MdmX PPI = inhibitors of human Mdm2-MdmX association, primary screen, cell-based, luminescence, split luciferase, SaOS-2, uHTS. AID 485346, 2010. hit rate 3% among 330,000. Protein Mdm4 (Homo sapiens) + E3 ubiquitin-protein ligase Mdm2 (Homo sapiens), …. inhibition, % at 8 µM. SaOS-2 split-luciferase Mdm2/MdmX complementation;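 active = inhibition of at least 50% at 8 µM in the primary screen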
tim23-1 inh = growth inhibitors of tim23-1 mutant yeast, primary screen, luminescence, uHTS. hit rate 1.3% among 330,000. S. cerevisiae tim23-1 growth, BacTiter-Glo luminescence, 24 h. AID 463212, 2010. inhibition, % at 20 µM;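 active = growth inhibition of the mutant yeast at or above 50%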;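 note: temperature-sensitive mutant grown at 25 °C; plate controls were DMSO-treated mutant yeast for no effect and medium wells lacking yeast for full effect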
697 NFkB inh = inhibitors of PMA/ionomycin-induced NF-kB reporter, 697 cells, primary screen, B-cell NF-kB inhibitor project, cell-based, luminescence, uHTS | hit rate 0.33% among 330,000 | 697 B-cell NF-kB luciferase reporter, 16 h | AID 435022, 2010 | inhibition, % at 4 µM; in the data active = inhibition above about 35%
APJ ag = agonists of human apelin receptor APJ, primary screen, CHO-K1 cells, PathHunter beta-arrestin, luminescence; AID 2520, 2010; activation, % at 20 µM; P35414; hit rate 0.11% among 330,000; 0% DMSO wells, 100% apelin;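 active = activation more than six SD over the plate average, tested at 20 µM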;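 note: 0% = DMSO alone and 100% = apelin-13 at 10 nM; some results filed as inactive read as strong as hits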
Target sequence (P35414 whole entry, looked up): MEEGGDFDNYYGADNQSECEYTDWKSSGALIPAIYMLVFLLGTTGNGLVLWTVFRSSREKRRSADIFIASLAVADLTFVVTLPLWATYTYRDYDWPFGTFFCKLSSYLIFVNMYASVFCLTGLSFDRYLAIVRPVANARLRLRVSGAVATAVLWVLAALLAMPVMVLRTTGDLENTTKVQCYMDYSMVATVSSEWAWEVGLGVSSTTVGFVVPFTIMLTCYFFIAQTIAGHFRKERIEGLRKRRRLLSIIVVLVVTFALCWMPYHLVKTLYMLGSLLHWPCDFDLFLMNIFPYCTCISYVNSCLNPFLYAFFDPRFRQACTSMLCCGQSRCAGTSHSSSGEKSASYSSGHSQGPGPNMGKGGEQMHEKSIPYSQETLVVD
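Assay system: CHO-K1 APJ beta-arrestin complementation cell line / Compound: single test compound dose, 20 µM final, 1% DMSO / Times: overnight seeding, 90 min compound at 25 °C, 1 h detection / Technique: beta-gal luminescence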
UPR CHOP act = activators of apoptotic CHOP UPR arm, primary screen, cell-based, CHO-CHOP luciferase reporter, luminescence, uHTS. activation, % at 10 µM. AID 449763, 2010. UPR activation; percent of tunicamycin response over DMSO baseline. hit rate 0.34% among 330,000;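 active = at 10 µM dose, activation of 40% or more, normalized to positive control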;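 note: 100% = tunicamycin at 10 µg/mL and 0% = DMSO alone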
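Material: CHO-CHOP cells, stable luciferase reporter of PERK-eIF2a-CHOP signalling; quantity: 500 reporter cells seeded per well; buffer or medium: F12 medium containing 10% fetal bovine serum; compound: one dose, 10 µM in 0.5% DMSO; incubation: 6 h compound treatment, 37 °C; measured by: Steady-Glo luciferase luminescence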
Jurkat NFkB inh = inhibitors of induced NF-kB luciferase reporter, primary screen, TCR NF-kB activation inhibitor project, cell-based, luminescence, uHTS; hit rate 0.53% among 330,000; inhibition, % at 4 µM; Jurkat, PMA/ionomycin-induced NF-kB luciferase reporter; in the data active = inhibition above about 50%
APJ antagonist = antagonists of human apelin receptor APJ, primary screen, CHO-K1 cells, beta-arrestin complementation, luminescence | P35414 | inhibition, % at 20 µM | hit rate 0.32% among 330,000 | AID 2521, 2010;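 active = inhibition above about 40% at 20 µM, limit read from the data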;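 note: cells challenged with 10 nM apelin-13 agonist together with compound; plate controls were apelin-13 plus DMSO wells for no effect and DMSO wells lacking apelin-13 for full effect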
An asterisk follows results filed as active; / = not tested or not shown. Random draw from the library (roughly 5% active in at least one column).

SMILES	UPR XBP1 act	Mdm2 MdmX PPI	tim23-1 inh	697 NFkB inh	APJ ag	UPR CHOP act	Jurkat NFkB inh	APJ antagonist
CC1=C(C(=O)Nc2ccc(C)cc2C)C(c2cccc(Cl)c2)n2nc(C(=O)OC(C)C)nc2N1 (configuration not stated)	-4	-9	-14	8	0	1.3	-8	-6
CC(C)Cc1nnc(NC(=O)c2ccc([N+](=O)[O-])cc2)s1	3	-5	9	-57	0	-2.0	-16	-6
Cc1ccc(CONC(=O)c2ccc([N+](=O)[O-])cc2)cc1	3	-1	-5	12	-1	2.1	10	-7
Cc1ccc(Cl)cc1NC(=O)COC(=O)CC(C)(C)C	0	8	31	34	-1	-0.4	-28	1
COc1ccc(NC(=O)c2cn3c(nc4ccccc43)c(C#N)c2C)cc1	2	4	-4	23	-2	0.2	4	2
CCN(CC)CCNC(=O)c1ccc(NC(=O)COc2ccc3c(c2)CCC3)cc1	0	7	11	2	-2	0.4	-16	2
Cc1cc(C(=O)Nc2cccc(-c3ccc(N4CCOCC4)nn3)c2)ccc1[N+](=O)[O-]	-5	16	7	-41	6	2.3	-71	-24
O=C1C2C(C(=O)N1/N=C/c1cc([N+](=O)[O-])ccc1O)C1C=CC2C12CC2 (configuration not stated)	-1	-3	28	-3	2	3.6	4	5
C/C(=N\N1CCN(c2ccccc2)CC1)c1ccco1	1	-35	10	-15	0	4.9	-11	8
Cc1sc2nc(CN3CCOCC3)nc(NS(=O)(=O)c3ccccc3)c2c1C	-2	3	14	8	1	-1.8	4	2
Cn1c(/C=C/c2ccc([N+](=O)[O-])o2)nc2ccccc2c1=O	6	91*	-3	-35	6	127*	82*	4
CC(C)n1c(SCC(=O)Nc2nc3c(s2)CCCC3)nc2c1c(=O)n(C)c(=O)n2C	3	60*	-1	-32	2	-2.6	7	-18
CCCCNC(=O)c1ccc(S(=O)(=O)c2ccc(Cl)cc2)c(NC(C)=O)c1	3	24	3	9	-5	-2.3	0	23
Cc1ccc(NC(=O)Cn2cnc3c(NCc4ccccc4)ncnc32)cc1C	2	14	17	18	/	2.0	/	/
CC(=O)N(CCC(c1ccccc1)c1ccco1)Cc1cccs1 (configuration not stated)	-2	20	-22	-9	-3	0.9	-3	0
COc1ccccc1N1CCN(Cc2nc(-c3ccc(F)cc3)oc2C)CC1	3	36	39	-22	-9	-1.1	-12	9
C[C@@H]1NC(=O)/C(=C\c2ccccc2Br)NC1=O	-3	19	-3	3	-3	1.2	-1	11
O=C(COC(=O)c1ccccc1-n1cnnn1)c1ccc(F)cc1	0	0	-12	-100	-7	2.4	-145	15
CC(C)(C)c1ccc(OCc2ccc(C(=O)N/N=C/c3ccc(O)c(O)c3)cc2)cc1	20	16	9	-151	7	41*	-4	-51
CCOc1ccc(-n2c(SCC(=O)Nc3nccs3)nc3c(c2=O)SCC3)cc1	75*	59*	4	6	2	12	-2	4
CC1CCC(NC(=O)Cn2c(=O)oc3cc(S(=O)(=O)N4CCCC4)ccc32)CC1 (configuration not stated)	-1	22	6	25	2	-1.5	9	11
O=C(Nc1ncc2c(n1)-c1ccccc1OC2)c1ccccc1Cl	0	11	39	-4	-2	1.2	-7	-7
COc1cccc(CNCCc2c[nH]c3ccccc23)c1OCc1ccccc1F	0	93*	-80	-3	-2	0.5	33	3
CC1CCCCC1NC(=S)Nc1cccc(S(=O)(=O)N(C)C)c1 (configuration not stated)	5	-10	20	-15	-2	0.0	-6	8
CC(=O)N1c2ccccc2C(=O)C1N1CCCCC1 (configuration not stated)	-2	-18	17	-7	-2	-0.9	-9	12
COCCN(CC(=O)Nc1cccc(C)c1C)C(=O)c1oc2c(Cl)cccc2c1C	-1	14	27	-11	-3	-2.6	-21	5
CNc1nc(Sc2ccc(C)cc2)cc(C(F)(F)F)n1	2	1	11	-21	-6	-1.2	-7	8
Cc1ccc(CCNC(=O)C2CCC(=O)N2CCc2ccccc2)cc1 (configuration not stated)	-1	-7	11	16	-5	-2.8	-14	-2
CN=C(Nc1cc(C)nn1-c1ccccc1)c1ccc(F)cc1	-3	16	-4	0	-3	0.7	3	-5
Cc1cc(C)n2c(SCC(=O)Nc3ncc(C(F)(F)F)cc3Cl)nnc2n1	3	-18	8	-25	-1	1.0	12	6
CCn1c(SCC(=O)O)nc2sc3c(c2c1=O)CCC3	-3	-9	9	16	2	-0.4	-5	4
COc1ccc(OC)c(NC(=O)CCN2CCCC(C)C2)c1 (configuration not stated)	0	6	5	6	2	-2.3	0	12
O=C(COC(=O)/C=C/c1ccc2c(c1)OCO2)NC1CC1	-1	13	13	-12	0	-1.4	1	12
O=C(OC[C@@H]1CCCN2CCCC[C@H]12)c1cc2ccccc2oc1=O	0	11	0	-8	0	1.2	0	6
CCCCCCCCOC(=O)CCc1c(C)[nH]c(=S)[nH]c1=O	-3	0	23	12	1	-3.5	-3	-8
COc1cccc(C(=O)n2cnnc2N)c1OC	-2	-8	-9	11	-5	-1.1	5	-1
Cc1ccc([N+](=O)[O-])c(NC2OC(CO)C(O)C2O)c1 (configuration not stated)	-3	24	15	5	0	0.1	-3	-19
CC(C)c1cc(C(=O)Nc2cccnc2)no1	3	-25	9	17	-3	-0.2	-49	-24
CCN(c1ccccc1)S(=O)(=O)c1ccc(OC)c(NC(=O)CNC)c1	-2	11	16	-4	-1	-0.8	14	7
NS(=O)(=O)c1cccc(NC(=O)c2cc(=O)c3ccccc3o2)c1	-2	10	-14	16	-1	1.9	-17	-10
COc1ccc(NC(=O)CSCC(=O)Nc2nnc(C)s2)cc1	0	2	13	23	-3	-0.3	4	-17
CCOC(=O)C1CCN(C(=O)Nc2ccccc2Cl)CC1	-1	8	13	12	4	-0.5	-9	6
Cc1cccc(NC(=O)CSc2nnc(-c3ccncc3)n2CC2CCCO2)c1 (configuration not stated)	0	0	18	1	2	-0.2	-12	-14
CCO[C@@H]1OC(C(=O)O)=C[C@H](c2coc3ccccc3c2=O)[C@H]1CCCO	-1	13	10	18	-1	1.0	3	18
CCC(CC)C(=O)N1CCN(c2ccccc2)CC1	0	-4	4	1	-7	-1.9	7	-11
CCOc1cccc(C(=O)Nc2cccc(C(=O)NC(C)(C)C)c2)c1	3	-20	8	-35	-1	-1.2	4	-2
C=CCc1ccccc1OCC(O)CN1C(=O)c2ccccc2C1=O (configuration not stated)	1	9	29	-11	0	3.2	-8	-16
CNCCCOc1cc(C)cc(C)c1C	-2	3	1	9	-5	-0.9	4	2
N#CC1=C(Nc2ccccc2)SC=C(c2ccc(Cl)c(Cl)c2)N=C1N1CCOCC1	-1	8	5	-16	-1	2.4	-6	13
CCCN1CCC(=O)N(CCSc2ccc(OC)cc2)CC1	0	20	17	-2	-2	1.4	54*	-6
Next section:
SMILES	UPR XBP1 act	Mdm2 MdmX PPI	tim23-1 inh	697 NFkB inh	APJ ag	UPR CHOP act	Jurkat NFkB inh	APJ antagonist
CC(C)CCn1c(=O)c2ccccc2n2c(=S)[nH]nc12	0	-6	35	-28	1	-1.1	2	19
CN(CC(=O)Nc1ccccc1Br)C(=O)CNC(=O)c1cccs1	-2	-23	14	7	-1	0.3	-3	-2
CCOc1ccc(NS(=O)(=O)c2cc(C(=O)NCCN3CCOCC3)ccc2C)cc1	-6	23	-5	4	1	0.4	4	-7
CCS(=O)(=O)Nc1ccc(C(=O)CC2(O)C(=O)Nc3ccc(Br)cc32)cc1 (configuration not stated)	-1	15	-8	14	-4	-0.8	-7	-14
Cc1nc(N)sc1C(=O)NN	3	15	15	10	9	-0.7	9	-34
O=C1CN(C(=O)c2ccc(F)cc2)c2ccccc2N1	-4	-19	8	3	-1	1.8	4	-26
CCCCCCCNc1cccc(C)c1	3	-15	4	-7	-4	0.0	-18	-2
OCCNCCCCCOc1ccc(F)cc1	-2	7	14	-12	2	-2.2	-2	4
CCCc1nc2c(s1)CCc1onc(-c3cccc([N+](=O)[O-])c3)c1-2	-1	-1	-11	4	2	-2.2	4	-4
CCOC(=O)C1=c2s/c(=C\c3cccnc3)c(=O)n2C(N)=C(C(=O)OC)C1c1cccnc1 (configuration not stated)	-1	6	28	-47	-1	0.3	-1	22
O=C(CSc1ccc(/C=N/NC(=O)c2cccc(F)c2)o1)Nc1ccccc1	1	6	14	3	-2	0.5	-13	13
CCCCn1nnc(NC(=S)NC(=O)c2ccc(OCC)c([N+](=O)[O-])c2)n1	-2	23	38	4	-12	0.1	2	24
COc1cc(-c2nc(-c3ccccc3)c(-c3cccs3)[nH]2)cc(OC)c1OC	2	76*	33	18	-3	3.7	-1	2
COc1cccc(/C=C/C(=O)OCC(=O)NCCCc2ccccc2)c1OC	-3	21	1	6	-2	1.3	7	13
CCOc1ccccc1NC(=O)CCS(=O)(=O)c1ccc2c(c1)CCN2C(C)=O	-3	17	15	-3	-2	1.3	11	5
O=C1COc2ccc(C(=O)NCc3ccco3)cc2N1	-4	-4	-2	17	6	-1.8	-1	-5
CCCCNC(=O)CCn1c(=O)c2ccccc2n(CC(=O)NCCc2ccc(OC)c(OC)c2)c1=O	-2	19	-1	7	-2	0.1	0	20
COc1ccccc1OCC(=O)N1CCCC(Nc2ccc(F)c(F)c2)C1 (configuration not stated)	-1	0	28	-1	0	3.2	13	37
CC1(C)CCc2cc(S(=O)(=O)N3CCN(S(=O)(=O)c4c(F)cccc4F)CC3)ccc2O1	3	7	-10	-29	-2	8.3	13	0
Cc1ccc(NC(=O)COC(=O)CCC(=O)c2cccs2)c(Br)c1	0	-7	27	19	0	0.9	6	-5
CC(=O)N1c2ccc(S(=O)(=O)NCCC(=O)N(C)C3CCCCC3)cc2CC1C (configuration not stated)	-6	13	14	0	0	1.2	12	30
Cc1ccc(-c2cn(-c3ccccc3)c(SCC(=O)NC3CCS(=O)(=O)C3)n2)cc1C (configuration not stated)	1	-48	25	-205	-1	6.5	-160	6

An excerpt from the list above:
SMILES	UPR XBP1 act	Mdm2 MdmX PPI	tim23-1 inh	697 NFkB inh	APJ ag	UPR CHOP act	Jurkat NFkB inh	APJ antagonist
Cc1ccc(NC(=O)COC(=O)CCC(=O)c2cccs2)c(Br)c1	0	-7	27	19	0	0.9	6	-5
CC(=O)N1c2ccc(S(=O)(=O)NCCC(=O)N(C)C3CCCCC3)cc2CC1C (configuration not stated)	-6	13	14	0	0	1.2	12	30
Cc1ccc(-c2cn(-c3ccccc3)c(SCC(=O)NC3CCS(=O)(=O)C3)n2)cc1C (configuration not stated)	1	-48	25	-205	-1	6.5	-160	6

Looked up one by one from above:
SMILES	UPR XBP1 act	Mdm2 MdmX PPI	tim23-1 inh	697 NFkB inh	APJ ag	UPR CHOP act	Jurkat NFkB inh	APJ antagonist
O=C1COc2ccc(C(=O)NCc3ccco3)cc2N1	-4	-4	-2	17	6	-1.8	-1	-5
CCCCn1nnc(NC(=S)NC(=O)c2ccc(OCC)c([N+](=O)[O-])c2)n1	-2	23	38	4	-12	0.1	2	24

Whole records as entered above. Order of values: UPR XBP1 act, Mdm2 MdmX PPI, tim23-1 inh, 697 NFkB inh, APJ ag, UPR CHOP act, Jurkat NFkB inh, APJ antagonist
O=C(CSc1ccc(/C=N/NC(=O)c2cccc(F)c2)o1)Nc1ccccc1 in the list: 1, 6, 14, 3, -2, 0.5, -13, 13
O=C1COc2ccc(C(=O)NCc3ccco3)cc2N1 in the list: -4, -4, -2, 17, 6, -1.8, -1, -5
